# ERb coact inh = inhibitors of ERβ-SRC1 coactivator interaction, primary screen, biochemical, TR-FRET, ERβ LBD, SRC-1 peptide | Estrogen receptor beta (Homo sapiens), Q92731 | 86,000 compounds, 1.3% hits | inhibition, % at 25.6 µM | TR-FRET ER-beta LBD / SRC1-Cy5 peptide binding; receptor agonist-loaded with 1 µM estradiol;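 active = compounds whose percent inhibition of the receptor-coactivator binding signal exceeds about 50% in the single-dose screen, limit read from the data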;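 note: 0% = receptor plus peptide wells without compound and 100% = peptide-only wells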
# Target sequence (Q92731 whole entry, looked up, the tested form may be a part): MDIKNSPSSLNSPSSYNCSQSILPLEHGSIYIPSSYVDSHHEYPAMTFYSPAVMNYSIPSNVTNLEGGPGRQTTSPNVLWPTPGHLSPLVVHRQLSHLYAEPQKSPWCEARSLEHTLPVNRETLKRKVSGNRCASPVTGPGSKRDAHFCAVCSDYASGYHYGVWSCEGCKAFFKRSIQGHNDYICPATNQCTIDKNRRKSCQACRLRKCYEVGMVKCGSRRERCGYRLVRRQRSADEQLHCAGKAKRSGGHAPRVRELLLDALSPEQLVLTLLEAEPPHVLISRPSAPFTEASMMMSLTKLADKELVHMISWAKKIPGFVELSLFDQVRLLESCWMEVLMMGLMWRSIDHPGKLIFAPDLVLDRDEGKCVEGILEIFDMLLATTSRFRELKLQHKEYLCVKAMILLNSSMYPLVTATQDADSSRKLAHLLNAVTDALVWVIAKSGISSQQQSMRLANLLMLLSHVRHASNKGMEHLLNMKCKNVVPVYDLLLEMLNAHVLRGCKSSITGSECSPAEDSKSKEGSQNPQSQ
# sEH act = soluble epoxide hydrolase activators, primary screen, biochemical, human sEH | activation, % at 2 µM | purified human sEH enzymatic activity, activator screen | 91,000 compounds, 0.04% hits; in the data active = activation above about 37%; note: values of inactives mirror those of a sister screen read the other way
# Target sequence (P34913 whole entry, looked up): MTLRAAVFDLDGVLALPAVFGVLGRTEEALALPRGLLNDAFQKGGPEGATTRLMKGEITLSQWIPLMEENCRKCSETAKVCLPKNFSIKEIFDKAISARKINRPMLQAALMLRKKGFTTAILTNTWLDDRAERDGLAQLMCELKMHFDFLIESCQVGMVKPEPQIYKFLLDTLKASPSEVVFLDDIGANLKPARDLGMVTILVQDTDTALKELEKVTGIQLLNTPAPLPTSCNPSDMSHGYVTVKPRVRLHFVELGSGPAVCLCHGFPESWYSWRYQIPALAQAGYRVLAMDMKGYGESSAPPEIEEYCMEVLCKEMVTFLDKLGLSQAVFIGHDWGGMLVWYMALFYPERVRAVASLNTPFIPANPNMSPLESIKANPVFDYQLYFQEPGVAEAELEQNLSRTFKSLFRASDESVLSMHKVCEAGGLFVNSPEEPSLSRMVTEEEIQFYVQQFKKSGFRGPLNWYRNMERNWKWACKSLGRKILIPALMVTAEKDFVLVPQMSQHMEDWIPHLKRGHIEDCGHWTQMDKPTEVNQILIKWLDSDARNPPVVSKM
# ERa SRC1 pot = enhancers of ERα–SRC-1 coactivator binding, primary screen, biochemical, TR-FRET, ERα LBD, low estradiol; Estrogen receptor (Homo sapiens), P03372; TR-FRET ERalpha-LBD/SRC-Cy5 coactivator binding, 2 h; 100 = basal binding, no effect; coactivator binding (% of control), % at 25.6 µM; 86,000 compounds, 1.3% hits; in the data active = activity above about 200%;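 note: binding measured in presence of low estradiol as agonist stimulus; 0% = peptide alone without receptor and 100% = receptor with peptide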
# Lung fibro prol = antiproliferative effect on LL 47 fibroblasts – human, LL 47 cells, CellTiter-Glo luminescence, primary screen; LL 47 human lung fibroblast viability, ATP luminescence; stronger effect = lower value; viability, % at 10 µM; 85,000 compounds, 1.1% hits;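 active = viability at or below 50% in the single dose screen; inactive = viability above 50%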;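 note: compound exposure lasted 72 h before the ATP readout; 100% = median luminescence of untreated cell-only wells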
#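 material = human LL 47 lung fibroblast cells | dosing = compounds added from tenfold dosing solution, 0.1% DMSO final | timing = overnight cell rest, 72 h compound treatment at 37 °C | measured by = CellTiter-Glo luminescence measuring cellular ATP | evaluation = % viability versus median cells-only luminescence | control set = cell-only wells, no compound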
# H69AR growth 86K = proliferation blockers of H69AR lung cancer cells, primary screen, cell-based, human, 86K library; H69AR lung tumor viability, ATP luminescence, 72 h; stronger effect = lower value; viability, % at 10 µM; 85,000 compounds, 6% hits;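 active = viability at or below 40%; inactive = viability above 40%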;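 note: multidrug resistant small cell line overexpressing MRP-1 efflux transporter; 100% = mean luminescence of untreated control wells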
# Smad3 inh = Smad3/FoxH1 peptide binding inhibitors, primary screen, biochemical, TR-FRET; Mothers against decapentaplegic homolog 3 (Homo sapiens), P84022; TR-FRET Smad3/Dy647-FoxH1 peptide binding, europium anti-His; inhibition, % at 25 µM; 88,000 compounds, 0.29% hits;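 active = compounds that reduce the energy-transfer binding signal between the protein and its labelled peptide by more than half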;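 note: 0% = Smad3 plus labelled peptide maximal FRET and 100% = peptide-only background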
# ERa SRC1 inh = ERα–SRC-1 coactivator interaction inhibitors, primary screen, biochemical, TR-FRET, ERα LBD, estradiol-bound; Estrogen receptor (Homo sapiens), P03372; TR-FRET ER-alpha LBD / SRC-1 peptide; inhibition, % at 25.6 µM; 86,000 compounds, 1.7% hits; in the data active = inhibition above about 50%;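 note: 0% = receptor plus peptide control and 100% = peptide only without receptor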
# HUVEC inhibit = inhibitors of HUVEC proliferation, primary screen, cell-based, 384-well; CellTiter-Glo luminescence, 72 h; stronger effect = lower value; viability, % at 10 µM (by protocol); 86,000 compounds, 1.1% hits; AID 648, 2007;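 active = viability at or below 30%; inactive = viability above 30%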;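 note: 100% = median luminescence of DMSO-only cell control wells on each plate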
# Candida biofilm = clotrimazole potentiators killing Candida biofilms, primary screen, with clotrimazole, Alamar Blue | AID 834, 2007 | C. albicans biofilm + clotrimazole | 85,000 compounds, 0.14% hits | inhibition, % at 6 µM;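 active = inhibition above 20%; inactive = inhibition below 20%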;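 note: preformed 24 hr biofilms exposed to compound for 48 hr; 0% = biofilm without compound and 100% = blank killed by clotrimazole plus chlorhexidine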
# * marks the source's active call; other numbers are inactive results; . = no result given; [ ] = remark or other dose.
compound	Smad3 inh	ERb coact inh	H69AR growth 86K	sEH act	Candida biofilm	ERa SRC1 inh	Lung fibro prol	ERa SRC1 pot	HUVEC inhibit
NC(=O)c1cc(-c2ccccc2)nc(N2CCCCCC2)n1	-5	6[fluorescence artefact?]	45	.	-1	6[fluorescence artefact?]	89	106	77
COc1cccc(C(=O)NCC(=O)N2CCC(C)CC2)c1	14	-3	104	0	4	29	108	110	110
COc1ccc(-c2cc(C(=O)OC3CCOC3=O)c3ccccc3n2)cc1 (stereo not drawn)	-1	-6	91	9	-1	-15	100	92	96
Cc1c(Nc2nc3ccccc3nc2NS(=O)(=O)c2ccccc2)c(=O)n(-c2ccccc2)n1C	2	8	102	12	8	10	101	95	99
N#CCSc1nc2c(c(=O)n1Cc1ccccc1)C1(CCCC1)Cc1ccccc1-2	9	2	81	16	2	7	102	118	101
CCOc1cc(/C=C2/C(=N)N3C=CSC3=NC2=O)ccc1OCCCOc1ccccc1C	1	33	6.5*	15	9	38	32*	79[fluorescence artefact?]	18*
NC(=O)C1(N2CCCCC2)CCN(C(=O)NC23CC4CC(CC(C4)C2)C3)CC1	-12	-2	96	-18	4	14	100	99[fluorescence artefact?]	98
CSCCC(NC(=O)c1ccccc1)C(=O)NC1CC1 (stereo not drawn)	13	-6	89	-4	3	-9	104	98	102
COCCn1nnnc1C(c1cc2cc(C)ccc2[nH]c1=O)N1CCCCCC1 (stereo not drawn)	1	-9	72	8	2	-9	104	95	97
COc1ccc(N2C(=O)C3CCCN3C2c2ccc(Cl)cc2)cc1 (stereo not drawn)	0	-2	92	-7	0	10	93	125[fluorescence artefact?]	100
C=CCOC(=O)COc1ccc2c(C)c(CC)c(=O)oc2c1	5	-3	98	1	13	-2	98	113	101
COc1ccc(-c2nc(CS(=O)CC(=O)NC3CCCc4ccccc43)c(C)o2)cc1OC (stereo not drawn)	-3	-6	81	.	10	-4	106	99	88
C=C(C)Cn1c(SCC(=O)NCc2ccco2)nc2sc3c(c2c1=O)CCC3	10	9	49	-9	9	7	90	98	92
N#C/C(=C/c1ccc(N2CCCCCC2)o1)c1cccc(F)c1	12	1	37*	9	4	-6	87	94	95
Cc1ccc(S(=O)(=O)CC(N)=O)cc1	6	-31	103	-5	2	-8	106	115	99
O=C(c1cc2ccccc2oc1=O)N(Cc1ccccc1)C1CCS(=O)(=O)C1 (stereo not drawn)	-1	1	99	3	5	3	102	111	109
Cc1ccc(Nc2nc(Nc3ccc(C)cc3)nc(SC3=NCCS3)n2)cc1	4	-1	11*	4	3	-6	88	82	76
COc1ccc(OCC(=O)Nc2cccc3cccnc23)cc1	-16	-4[fluorescence artefact?]	106	.	-2	0[fluorescence artefact?]	106	94	108
Cc1cc(S(=O)(=O)N2CCCC2C(=O)N2CCOCC2)c(C)cc1Cl (stereo not drawn)	7	-14	70	-9	2	-6	101	100	105
Cc1ccccc1Nc1nnc(C)c(=O)[nH]1	7	-10	103	-10	7	7	94	123	92
Cc1cc(C)nc(N(C#N)Cc2cccc3ccccc23)n1	3	-11	74	12	2	-6	88	82	96
CC(=O)Nc1ccc(S(=O)(=O)NCCc2csc(C)n2)cc1	7[fluorescence artefact?]	-4[fluorescence artefact?]	101	-3	3	-5	96	113	106
CC(=O)C1=C(C)NC(C)=C(C(C)=O)C1c1cn(-c2ccccc2)nc1-c1cccs1	-6	-18	93	9	4	-18	99	102	90
COc1ccccc1-n1c(SCC(=O)N2CCc3ccccc32)nc2c(c1=O)SCC2	-8	13[fluorescence artefact?]	85	-3	1	-11[fluorescence artefact?]	93	88	89
CCn1nc(C(=O)N[C@@H](CCSC)c2nc3ccccc3[nH]2)c2ccccc2c1=O	7	14	73	-5	-4	14	100	86	96
COc1ccc(C(c2nnnn2C2CCCCC2)N2CCN(c3ccccc3F)CC2)cc1 (stereo not drawn)	0	4[fluorescence artefact?]	86	6	2	0[fluorescence artefact?]	98	88[fluorescence artefact?]	106
CCCCC(=O)NC(Nc1ccc(C)cn1)(C(=O)OCC)C(F)(F)F (stereo not drawn)	-8	-8	97	10	6	-1	100	116[fluorescence artefact?]	106
CC(=O)Nc1ccc(S(=O)(=O)Nc2nc3ccccc3nc2Sc2nncn2C)cc1	5	5	104	4	2	-5	101	104	100
Cc1ccc(CN(C(=O)c2cc3ccccc3oc2=O)C2CCS(=O)(=O)C2)cc1 (stereo not drawn)	2	-16	58	3	7	0	99	100	95
COc1ccccc1NC(=O)CN1CCN(Cc2ccccc2)CC1	-9	-16	75	-5	0	-1	100	111	94
CCOC(=O)c1ccc(NC(=O)COc2ccc(S(=O)(=O)NC(C)CC)cc2)cc1 (stereo not drawn)	14	4	99	-16	8	3	95	100	59
O=C(Cn1nnc(-c2ccccc2F)n1)Nc1ccc(C(=O)N2CCOCC2)cc1	0	19	94	-4	-1	9	105	96	96
CN(C)S(=O)(=O)c1cccc(-c2nnc(SCc3cc(Cl)cc4c3OCOC4)n2N)c1	2	-7	88	.	3	-21[fluorescence artefact?]	97	86[fluorescence artefact?]	86
CCCN(CCC)CCCNC(=O)CS(=O)Cc1nc(-c2ccc(OC)c(OC)c2)oc1C (stereo not drawn)	0	-11	82	-3	2	-11	95	101	86
N=c1c(C(=O)NCc2ccco2)cc2c(=O)n3ccccc3nc2n1Cc1ccc(Cl)cc1	11	58*[fluorescence artefact?]	26*	-1	3	80*[fluorescence artefact?]	61	75[fluorescence artefact?]	70
CCOC(=O)CN1C(=O)C2(OCCCO2)c2ccccc21	-3[fluorescence artefact?]	-7	98	-5	2	0	104	118	97
Cn1nc(-c2ccccc2)c2nc3ccccc3nc21	2	0[fluorescence artefact?]	53	11	5	6	90	110	80
CN1CCN(CCNC(=O)Nc2ccccc2C(F)(F)F)CC1	0	-18	89	-12	8	14	99	124	100
Cc1cc(C)c2c(N)c(S(=O)(=O)Cc3ccccc3)sc2n1	4	-7	86	26	0	-3	99	119	98
CCOC(=O)c1cnn(-c2nc(SC)nc3sc4c(c23)CCCC4)c1N	-11	-7	43	4	6	-2	95	107	73
Nc1c(C(=O)NC2CCCC2)c2nc3ccccc3nc2n1N	13	11	83	.	4	11	93	102[fluorescence artefact?]	79
CCOC(=O)c1cn2nc(-c3ccc(OCC)cc3)cc2nc1C1CCN(C(=O)OC(C)(C)C)CC1	8	23[fluorescence artefact?]	81	-9	-2	29[fluorescence artefact?]	92	158[fluorescence artefact?]	103
O=C(CN1CCC(NC(=O)c2ccccc2F)CC1)NCc1ccc(F)cc1	-1	-2	3.2*	6	-1	-2	102	107	89
Cc1ccc(C(=O)CSc2nc3ccccc3c(=O)[nH]2)cc1	17	-2	104	2	5	-4	93	123	91
O=C(O)CCCCCCNS(=O)(=O)c1ccccc1	-17	-5	100	12	2	-1	105	81	95
COC(=O)Cn1nc(-c2ccccc2)c2cc(Cl)ccc21	-3	-10	98	4	7	5	105	91	86
CCOc1ncccc1C(=O)OCC(=O)c1ccc[nH]1	5	9	93	0	.	7	104	85[fluorescence artefact?]	105
O=C(NC1=NCCS1)C1CC2CCC1C2 (stereo not drawn)	4	0	63	-33	6	-1	94	112	106
CSC1=NCCN1C(=O)Cc1ccc(F)cc1	11	-8	92	1	7	4	100	128	83
CC(=O)N1c2c(cc(Br)cc2S(=O)(=O)N2CCOCC2)CC1C (stereo not drawn)	7	-4[fluorescence artefact?]	100	.	3	1[fluorescence artefact?]	104	116	96
CCC(C)N(C(=O)COC(=O)c1[nH]c(C)c(C(C)=O)c1C)C1CCS(=O)(=O)C1 (stereo not drawn)	4	-14	82	-8	-3	-8	94	113	88
COc1cccc(-c2ccc(-c3noc(-c4cccs4)n3)c(OC)n2)c1	-16	17[fluorescence artefact?]	100	-7	1	14[fluorescence artefact?]	102	310*[fluorescence artefact?]	83
Cc1ccc(S(=O)(=O)N(C)CC(=O)Nc2ccncc2)cc1	10	3[fluorescence artefact?]	61	12	10	1	94	100	101
CCCOc1ccc(/C(O)=C2\C(=O)C(=O)N(CCCN(C)C)C23C(=O)N(C)c2ccccc23)cc1 (stereo not drawn)	-25	-3[fluorescence artefact?]	113	.	0	-11	102	92	109
O=C(CCN1C(=O)C2CC=CCC2C1=O)N1CCN(c2ccccn2)CC1 (stereo not drawn)	-1	-6	96	2	1	-6	98	91	97
NC(=O)CN1C(=O)C2C3c4ccccc4C(c4ccccc43)C2C1=O (stereo not drawn)	-12	-14	94	3	7	-2	97	106	101
CCn1c(SCC(=O)c2ccc(C)cc2)nnc1-c1ccoc1C	-9	-7	85	12	8	6	100	91[fluorescence artefact?]	91
O=C(N/N=C1\CCCc2ccccc21)c1ccccc1[N+](=O)[O-]	3	-1	86	2	5	-6	105	102	97
CCCn1c(CCC(=O)O)ccc1-c1ccc(OC)cc1	-11	15[fluorescence artefact?]	61	0	-1	7[fluorescence artefact?]	93	74[fluorescence artefact?]	76
CCN(CC)c1ccc(C2C(C(=O)OC)=C(C)NC(C)=C2C(=O)OC)cc1	1	0	96	.	6	-21	100	120	85

# Printed as active in ERa SRC1 inh, among the entries above:
molecule	Smad3 inh	ERb coact inh	sEH act	ERa SRC1 inh	ERa SRC1 pot
N=c1c(C(=O)NCc2ccco2)cc2c(=O)n3ccccc3nc2n1Cc1ccc(Cl)cc1	11	58*[fluorescence artefact?]	-1	80*[fluorescence artefact?]	75[fluorescence artefact?]

# (list continues)
compound	Smad3 inh	ERb coact inh	H69AR growth 86K	sEH act	Candida biofilm	ERa SRC1 inh	Lung fibro prol	ERa SRC1 pot	HUVEC inhibit
CCOP(=O)(c1ccccc1)c1nc(-c2ccccc2C)oc1N1CCCCC1 (stereo not drawn)	3	12[fluorescence artefact?]	77	.	-2	15	94	52[fluorescence artefact?]	69
CCOC(=O)c1cccc(NC(=O)CNS(=O)(=O)c2cccs2)c1	5	3	92	-7	10	-1	97	160	91
CC1CCCN(CCC(=O)Nc2ccc(Br)cc2)C1 (stereo not drawn)	-5	0	101	-6	10	-6	92	112[fluorescence artefact?]	91
CC(OC(=O)c1snc(C(=O)NC2CCCCC2)c1N)C(=O)NC(C)(C)C (stereo not drawn)	16	0	70	-2	11	2	96	120	86
Cc1cc(NC(=O)CN2CCC(O)(c3cccc(F)c3)CC2)no1	-6	-5	88	-4	-3	-2	106	96	98
COc1ccc(-n2nc3ccccc3n2)cc1	-4	-3	81	-5	12	-5	95	126	94
COc1ccc(-c2nnc(CSc3nnc(-c4ccncc4)n3C3CCCCC3)o2)cc1OC	-7	1[fluorescence artefact?]	42	2	2	7[fluorescence artefact?]	70	110[fluorescence artefact?]	67
CCCOC(=O)CCNc1n[nH]c(=O)[nH]c1=O	6	-4[fluorescence artefact?]	96	.	5	-6	97	121	97
CCC(C)NC(=O)CSc1nnc(-c2ccc(C(C)(C)C)cc2)n1C (stereo not drawn)	-6	-9	90	.	0	-3	96	120	102

# Source: PubChem (several laboratories)

# The list is partial (hit frequency here may not be typical).
